Screens as filed in PubChem BioAssay.
M. tuberculosis HTS: M. tuberculosis growth inhibition, HTS (AID 449762) | 330,000 compounds, 0.59% hits | inhibition, % at 25 µM; hits with a dose series show IC50 in µM | M. tuberculosis H37Rv growth inhibition, 7H9 media; higher % means a stronger effect; in the data active = a potency from the dose series; inconclusive = inhibition above about 70% without an active follow-up result;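 note: bacterial growth assessed after seven days of incubation; strong numbers were not always called active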
inhibitors of VEEV: inhibitors of VEEV TC-83 cytopathic effect, confirmation, Vero cells (AID 588727); Vero cells, VEEV TC-83 cytopathic effect inhibition; higher % means a stronger effect; one-dose inhibition, % at 20 µM; IC50 in µM for titrated hits; 350,000 compounds, 0.13% hits; in the data active = a potency from the dose series; inconclusive = inhibition mostly from about 14% at the one dose, without a potency; inactive = the rest, 99 in 100 with inhibition below about 12%; note: strong numbers were not always called active
Salmonella PhoP GFP: PhoP regulon inhibitors, Salmonella typhi PhoP promoter GFP reporter, confirmatory (AID 1850) | one-dose inhibition, % at 50 µM; IC50 in µM for titrated hits | Salmonella Typhi PhoP-promoter GFP reporter, fluorescence, 4 h; higher % means a stronger effect | 310,000 compounds, 0.33% hits; in the data active = a potency from the dose series; inconclusive = inhibition mostly from about 25% at the one dose, without a potency; inactive = the rest, 99 in 100 with inhibition below about 19%;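 note: 0% = induced wells with vehicle and 100% = uninduced wells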
M. tuberculosis: growth inhibition of non-replicating M. tuberculosis (AID 488890); 320,000 compounds, 0.39% hits; Mycobacterium tuberculosis non-replicating, growth inhibition; higher % means a stronger effect; one-dose inhibition, % at 25 µM; IC50 in µM for titrated hits; in the data active = a potency from the dose series; inconclusive = inhibition mostly from about 82% at the one dose, without a potency; inactive = the rest, 99 in 100 with inhibition below about 76%;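 note: plate controls were DMSO cells for no effect and high antibiotic wells for full effect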
H1N1 NS1A inhibition: H1N1 influenza NS1A inhibitors, functional cell based assay (AID 504329). NS1A functional cell-based assay, percent inhibition; higher % means a stronger effect. inhibition, % at 12.5 µM; hits with a dose series show IC50 in µM. 340,000 compounds, 0.3% hits; in the data active = a potency from the dose series; inconclusive = inhibition above about 27% without an active follow-up result; note: strong numbers were not always called active
inhibitors of VEEV 10K pilot screen: second read-out of inhibitors of VEEV, no call of its own (marks repeat the call); inhibition, %; measured here: 10K pilot screen inhibition
Active calls of the source: *; i = inactive; ? = inconclusive; . = no result given. Hits appear at their usual frequency; any-hit rate near 1.4%.

SMILES | M. tuberculosis HTS | inhibitors of VEEV | Salmonella PhoP GFP | M. tuberculosis | H1N1 NS1A inhibition | others
COc1ccc(OCC(O)CNC(=O)Nc2ccc(Cl)cc2)cc1 (configuration not stated) | 0.9% | 0.1% | -5.0% | 4.6% | -9.6%
CN1CCN(c2cc(N3CCN(C(=O)c4ccco4)CC3)c3c4c(onc24)-c2ccccc2C3=O)CC1 | -1.4% | ? | 2.3% | -2.1% | 15.3µM*
CCCCNS(=O)(=O)c1cc(-c2nn(C)c(=O)c3ccccc23)ccc1C | 2.8% | 0.5% | -6.9% | 10.5% | -6.3%
COCCNC(=O)C(c1ccc(F)cc1)N(CCOC)C(=O)CCC(=O)Nc1nccs1 (configuration not stated) | -1.7% | 0.2% | -10.6% | -8.2% | -23.7%
O=C(CSc1nc2ccc(Cl)cc2[nH]1)NC1CCCC1 | 1.9% | 8.0% | -6.5% | 20.2% | -5.2%
Cc1ccc(NC(=O)CCN2CCC(Cc3ccccc3)CC2)cc1 | 5.8% | i | 7.2% | 36.9% | -23.3%
Cn1c(CN2CCN(C(=O)c3ccccc3Cl)CC2)nc2cc([N+](=O)[O-])ccc21 | 5.8% | 0.4% | -0.8% | 27.1% | 2.4%
CN(c1ccccc1C(=O)NC1CC2CCC1C2)S(=O)(=O)c1ccccc1 (configuration not stated) | 5.9% | i | -3.1% | 32.4% | -5.1%
CC1=C/C(=N\NC(=S)NCc2ccccc2)CC1 | ? | i | 0.8% | 9.6% | 8.6%
COc1c(Br)cc(Br)cc1C(=O)O | 7.2% | i | -1.0% | 1.6% | -1.9%
C/C(=C\C(=O)O)CC(=O)O | 1.9% | 0.3% | 0.8% | -2.5% | -5.5%
COc1ccc(OC)c(NC(=O)Cn2c(=O)oc3ccccc32)c1 | 9.8% | 0.9% | -26.6% | -0.6% | -3.3%
Cc1ccc(S(=O)(=O)N(C)C[C@@H]2Oc3ccc(NC(=O)CCC(F)(F)F)cc3CC(=O)N([C@@H](C)CO)C[C@@H]2C)cc1 | -2.0% | 0.1% | . | 34.3% | 6.5%
COC(=O)c1ccc(C2C(C(=O)Nc3ccc(C)cc3C)=C(C)Nc3ncnn32)cc1 (configuration not stated) | -1.2% | 0.5% | . | . | 17.4%
COc1ccc2cc(C(c3nnnn3C3CCCC3)N3CCc4ccccc4C3)c(=O)[nH]c2c1 (configuration not stated) | -8.8% | 0.7% | 3.6% | 8.7% | -2.9%
CN(C)CCn1c2c(c(SCC(=O)Nc3ccc4c(c3)OCCO4)nc1=O)CCC2 | 2.0% | 2.0% | -5.9% | -16.4% | 1.4%
CS(=O)(=O)N1CCC(C(=O)Nc2ccccc2Cl)CC1 | -3.6% | i | -6.1% | -14.5% | -2.4%
C/C(Cc1ccccc1)=N\NC(=O)CNC(=O)c1ccccc1Cl | 2.9% | 2.8% | -1.0% | -1.6% | 10.6%
COc1ccc(CCn2c(C)cc(C(=O)CCl)c2C)cc1OC | ? | ? | 0.9% | ? | -2.9%
Cc1ccc(S(=O)(=O)N2CCCCC2)cc1NC(=O)Cc1c[nH]c2ccccc12 | 0.5% | 0.9% | -4.8% | 19.8% | -2.4%
O=C(/C=C/c1cccc(F)c1)OCC(=O)N1CCc2ccccc21 | -8.4% | 2.5% | . | -4.3% | -10.3%
C=CCn1c(N)c(C(=O)N2CCOCC2)sc1=S | -5.8% | 2.1% | 0.8% | 4.0% | -5.3%
CCOCC(=O)Nc1c(C(=O)N2CCN(c3ncccn3)CC2)oc2ccccc12 | 0.0% | 6.3% | 1.0% | 7.5% | 0.2%
CC1=C(C(=O)N2CCOCC2)C(c2ccccc2F)NC(=O)N1 (configuration not stated) | 0.1% | 0.5% | -4.5% | -9.2% | -3.2%
COc1ccccc1CCc1nnc(CCC(=O)N(C)Cc2ccncc2C)o1 | 1.8% | 0.3% | -2.0% | 16.6% | 9.2%
SMILES | M. tuberculosis HTS | inhibitors of VEEV | Salmonella PhoP GFP | M. tuberculosis | H1N1 NS1A inhibition | others
CN(CC(=O)Nc1ccc(Cl)cc1)S(=O)(=O)c1cccc2cccnc12 | -10.7% | 10.3% | -3.1% | 7.7% | -1.3%
O=C(NC1CCCCC1)C1(S(=O)(=O)c2ccc(Cl)cc2)CC1 | 9.0% | 1.6% | 12.9% | -12.5% | -3.3%
COC(=O)c1c(NC(=O)C(C)(C)C)csc1C | 7.2% | 2.4% | 11.4% | -4.9% | -3.2%
CC(C)CNS(=O)(=O)c1ccc(CCC(=O)N2CCN(c3ccccc3)CC2)cc1 | 2.9% | 0.3% | 0.5% | 13.0% | -5.3%
COc1ccc(NS(=O)(=O)c2cc(NC(=O)c3nn(C)c(=O)c4ccccc34)ccc2OC)cc1 | -5.0% | i | -15.2% | -3.8% | -2.4%
CCN(CC(=O)NCc1cccs1)C(=O)COc1ccccc1C#N | 1.8% | i | . | 21.8% | -10.0%
CC(C)(C)NC(=O)CN(Cc1ccc(F)cc1)C(=O)Cn1nnc(-c2ccc(F)cc2)n1 | -1.2% | 1.3% | -1.4% | 27.7% | 5.3%
CC1CCN(C(=O)CC2C(=O)Nc3c2c(=O)n(C)c(=O)n3Cc2ccccc2)CC1 (configuration not stated) | -0.5% | 3.7% | -5.7% | 6.6% | 5.8%
Nc1c(C(=O)NCCc2ccccc2)sc2nc(N3CCOCC3)c3c(c12)CCCC3 | 12.1% | 9.4% | -12.5% | 25.6% | 8.7%
CCCCCCOC(=O)C(C#N)c1nc2ccccc2nc1N1CCOCC1 (configuration not stated) | 5.5% | 1.0% | -9.5% | 15.1% | 1.8%
COc1cccc(C(=O)NC2CCN(CC(=O)NCc3ccccc3F)CC2)c1 | -0.4% | 0.3% | 7.4% | -14.6% | 7.0%
COc1ccc(O)c(C(=O)c2cnc3onc(C(C)C)c3c2)c1 | -19.1% | i | 10.8% | 37.4% | 2.0%
O=[N+]([O-])c1cccnc1NCCc1ccccc1 | 5.4% | 0.6% | 6.8% | 40.6% | 5.2%
COc1ccc(C(=O)NC(=S)NCc2ccccc2)cc1 | 2.9% | 4.7% | -2.4% | 26.1% | 6.2%
O=C(C[C@@H]1C/C=C\CCC(=O)OC[C@@H]2CCCN2C1=O)NCCO | 2.3% | 0.2% | . | -6.8% | -6.8%
O=C(O)c1ccc(S(=O)(=O)N2CCC(n3nnc4cc(C(F)(F)F)ccc43)CC2)cc1 | 1.4% | i | 5.9% | 0.0% | 7.9%
COc1ccc(-c2nc3c4c(ncn3n2)-c2ccccc2CC42CCCC2)cc1 | 14.0% | 0.5% | -2.7% | -3.5% | 3.5%
O=C(Nc1ccon1)c1ccc(F)c(S(=O)(=O)N2CCCCC2)c1 | 1.2% | 1.0% | -5.7% | -7.7% | -2.9%
O=C1N[C@@H](Cc2ccccc2)COC(=O)[C@@H](Cc2ccc(F)cc2)CC/C=C/C[C@H]1CC(=O)N(CCO)Cc1ccccc1 | 17.4% | 9.1% | . | 78.2% | 0.3%
O=C(Nc1nc(-c2ccccn2)cs1)c1ccc(-c2ccccc2F)o1 | ? | 4.9% | . | ? | -2.0%
Cc1ccc(NC(C(N)=O)c2c(C)[nH]c(=O)[nH]c2=O)cc1 (configuration not stated) | -6.7% | i | 3.4% | -11.4% | 6.5%
COC(=O)[C@]1(Cc2ccccc2)N[C@H](CN(C)C(=O)Nc2ccc(Cl)cc2)[C@@H]2C(=O)N(C)C(=O)[C@@H]21 | -9.4% | i | . | 15.1% | 0.8%
Cc1ccc(C)c(NC(=O)c2cc3ccccn3n2)c1 | -1.6% | 6.3% | 0.3% | 31.7% | 28.9%
CCn1c(=S)sc2c(=O)n(CC(=O)NC(C)CCc3ccccc3)c(C)nc21 (configuration not stated) | 6.1% | i | -0.1% | 18.9% | -4.4%
COC(=O)[C@H](Cc1ccccc1)NC(=O)O[C@@H]1C(=O)c2cc(Br)ccc2O[C@H]1c1cccc(OC)c1 | -2.3% | . | -4.7% | 10.4% | .
SMILES | M. tuberculosis HTS | inhibitors of VEEV | Salmonella PhoP GFP | M. tuberculosis | H1N1 NS1A inhibition | others
COc1ccc(-c2cn(CCC(=O)NCc3ccc(C)cc3)c(CCN)n2)cc1 | 1.1% | 0.3% | 8.0% | 20.4% | 2.0%
CSc1ccccc1OCc1cc(C(=O)N(C)C(C)c2nc(C)cs2)no1 (configuration not stated) | -2.7% | 6.4% | -15.2% | -3.9% | -5.6%
O=C1C=C(c2ccc(OC(F)(F)F)cc2)C[C@@H](c2ccc(Cl)cc2)C1 | 20.8% | i | . | -5.7% | 3.2% | inhibitors of VEEV 10K pilot screen=0.3
O=C(NC1CC1)C1=C[C@H](c2c[nH]c3ccccc23)C[C@H](OCc2ccc(CO)cc2)O1 | 0.3% | 1.0% | -1.4% | 2.2% | 4.8%
Cc1nnc2sc(SCc3cccc(Cl)c3)nn2c1=O | -5.0% | 0.2% | -3.4% | 18.4% | 3.0%
O=C(Nc1ccc2c(c1)OCO2)N1CCN(c2ncccn2)CC1 | -5.4% | 0.6% | -11.0% | 14.9% | -1.3%
CC(C)CN(C(=O)CSc1n[nH]c(-c2cccs2)n1)C1CCS(=O)(=O)C1 (configuration not stated) | 6.2% | 2.7% | . | -26.4% | 5.8%
Cc1ccc2c(c1)/C(=C/c1ccccc1)C(=O)N2 | 17.7% | i | 10.0% | 43.1% | -5.7%
COc1ccc(CC(=O)NCC(=O)N/N=C/c2sccc2C)cc1 | -2.1% | 1.0% | -4.1% | 3.3% | 16.8%
O=Cc1ccccc1OCCN1CCCC1=O | 2.5% | 1.4% | -37.5% | -1.6% | -4.0%
Nc1[nH]n2c(=O)c3c(nc2c1N=Nc1ccc(Cl)cc1)CCCC3 | ? | 10.9% | -0.4% | 36.6% | -1.3%
Nc1ncc(Br)cc1S(=O)(=O)NCCC(=O)NCc1ccc(F)cc1 | 6.6% | 0.7% | 5.7% | 32.7% | -2.9%
CC(=O)Nc1ccc(C(=O)/C=C/c2ccc[nH]2)cc1 | 0.3% | i | -1.2% | 15.6% | 6.3%
O=C(Nc1cccc(C(=O)O)c1)/C(=C\c1ccc2c(c1)OCO2)NC(=O)c1ccc(Br)o1 | -2.5% | 0.2% | 9.7% | -7.6% | 4.9%
O=C(CN1CCCCC1)N/N=C/c1ccccc1Br | -13.3% | 1.6% | 2.7% | -0.4% | 1.4%
COc1ccc(C(CCN2CCCC(C)C2)c2c(OC)cc(OC)c3c(-c4ccccc4)cc(=O)oc23)cc1 (configuration not stated) | ? | i | -8.7% | ? | 10.3%
CN(C)c1ccc(C(=O)OCC(=O)NCC2CCCO2)cc1 (configuration not stated) | -20.5% | 1.4% | -10.0% | 8.9% | 3.7%
COC(=O)c1cn(NC(=O)c2cc([N+](=O)[O-])ccc2F)c(=O)c2ccccc12 | -3.6% | 4.7% | 9.7% | 73.8% | 12.2%
CC(C)OC(=O)CCC(=O)Nc1nc2ccccc2s1 | -0.6% | i | 0.8% | -2.6% | -4.3%
O=C(CSc1nnc(-c2ccc([N+](=O)[O-])cc2)o1)Nc1ccccn1 | -3.7% | i | 18.7% | ? | -7.1%
O=C(N/C(=C/c1ccco1)C(=O)N1CCOCC1)c1ccc([N+](=O)[O-])cc1 | . | 0.4% | . | . | -6.2%
CC(=O)Nc1cccc(C(=O)N2CCN(Cc3ccccc3)CC2)c1 | -9.8% | 4.5% | -4.1% | -13.5% | -13.1%
NC(=O)COC(=O)CC1CC2CCC1C2 (configuration not stated) | -1.9% | i | -1.6% | 18.8% | -12.2%

Arranged by number of heavy atoms (largest number first): some entries from above.
SMILES | M. tuberculosis HTS | inhibitors of VEEV | Salmonella PhoP GFP | M. tuberculosis | H1N1 NS1A inhibition | others
O=C(Nc1cccc(C(=O)O)c1)/C(=C\c1ccc2c(c1)OCO2)NC(=O)c1ccc(Br)o1 | -2.5% | 0.2% | 9.7% | -7.6% | 4.9%
O=C(NC1CC1)C1=C[C@H](c2c[nH]c3ccccc23)C[C@H](OCc2ccc(CO)cc2)O1 | 0.3% | 1.0% | -1.4% | 2.2% | 4.8%
CC(C)CN(C(=O)CSc1n[nH]c(-c2cccs2)n1)C1CCS(=O)(=O)C1 (configuration not stated) | 6.2% | 2.7% | . | -26.4% | 5.8%
O=C1C=C(c2ccc(OC(F)(F)F)cc2)C[C@@H](c2ccc(Cl)cc2)C1 | 20.8% | i | . | -5.7% | 3.2% | inhibitors of VEEV 10K pilot screen=0.3
Nc1[nH]n2c(=O)c3c(nc2c1N=Nc1ccc(Cl)cc1)CCCC3 | ? | 10.9% | -0.4% | 36.6% | -1.3%
Cc1nnc2sc(SCc3cccc(Cl)c3)nn2c1=O | -5.0% | 0.2% | -3.4% | 18.4% | 3.0%
CC(=O)Nc1ccc(C(=O)/C=C/c2ccc[nH]2)cc1 | 0.3% | i | -1.2% | 15.6% | 6.3%
